hIAP activ – increases human intestinal alkaline phosphatase activity | P09923 | purified human IAP, CDP-Star luminescence, 30 min; stronger effect = higher value; 1 = vehicle-only enzyme, 0 = enzyme-free background | activation factor at 10 µM | 330,000 tested, 0.16% active;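 active means activation factor of the enzyme at least 2-fold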; further: the source names both 10 and 20 µM as test concentration; values of inactives mirror those of a sister screen read the other way
Target sequence (P09923 whole entry, looked up): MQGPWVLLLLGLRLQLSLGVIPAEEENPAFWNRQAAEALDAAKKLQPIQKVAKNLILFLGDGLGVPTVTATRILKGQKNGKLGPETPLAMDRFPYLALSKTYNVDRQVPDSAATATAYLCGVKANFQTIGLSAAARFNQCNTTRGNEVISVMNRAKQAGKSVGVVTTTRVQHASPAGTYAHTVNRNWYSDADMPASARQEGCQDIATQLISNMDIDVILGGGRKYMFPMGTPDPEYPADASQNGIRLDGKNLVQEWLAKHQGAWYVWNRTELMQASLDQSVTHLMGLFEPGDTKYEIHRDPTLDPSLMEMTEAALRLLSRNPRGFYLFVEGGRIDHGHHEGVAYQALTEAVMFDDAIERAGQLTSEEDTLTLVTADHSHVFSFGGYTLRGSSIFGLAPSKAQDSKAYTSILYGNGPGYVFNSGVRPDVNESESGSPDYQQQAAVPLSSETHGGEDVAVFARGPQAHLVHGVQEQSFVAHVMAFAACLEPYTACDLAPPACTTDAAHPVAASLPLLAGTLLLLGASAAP
MPTP inh – inhibitors of mitochondrial permeability transition pore. isolated mouse mitochondria, Ca2+ swelling absorbance, 30 min. inhibition, % at 10 µM. 360,000 tested, 1.4% active;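 active means inhibition of 50% or more, scaled per plate between neutral and stimulator controls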;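 further: 0% = DMSO wells given calcium and 100% = 1 mM EGTA wells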
hIAP inh – blocks human intestinal alkaline phosphatase | P09923 | purified IAP, CDP-Star luminescence, 30 min | inhibition, % at 10 µM | 330,000 tested, 0.12% active;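 active means inhibition reaching a set limit with compound at 10 µM in the primary screen, cut at about 35% in these data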;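 further: plate controls were DMSO wells with enzyme for no effect and no-enzyme buffer wells for full effect; values of inactives mirror those of a sister screen read the other way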
mIAP inh – blocks mouse intestinal alkaline phosphatase. purified mouse IAP, CDP-Star luminescence, 30 min. inhibition, % at 10 µM. 330,000 tested, 0.2% active. AID 2806;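 active means inhibition of at least 40% at 10 µM in the primary screen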;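 further: plate controls were DMSO with enzyme for no effect and no enzyme wells for full effect; values of inactives mirror those of a sister screen read the other way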
NR3A LBD binder – modulators (binders) of human NR3A ligand-binding domain. 340,000 tested, 2.5% active. Tm shift relative to glycine control, % at 25 µM. NR3A LBD differential scanning fluorimetry, Tm shift; 0% = protein alone, 100% = glycine-bound protein. AID 1259313;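 active means melting temperature shift of at least 10% of the positive control shift, at one fixed dose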
APOBEC3A inh – blocks human APOBEC3A ssDNA deamination; inhibition, % at 20 µM; AID 493011; P31941; 330,000 tested, 0.41% active; recombinant A3A, FAM/TAMRA ssDNA deamination fluorescence;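 active means at least 40% inhibition at 20 µM here, with at most 30% in a related deaminase screen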;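 further: plate controls were A3A with DMSO for no effect and wells lacking A3A enzyme for full effect; some results filed as inactive read as strong as hits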
Target sequence (P31941 whole entry, looked up): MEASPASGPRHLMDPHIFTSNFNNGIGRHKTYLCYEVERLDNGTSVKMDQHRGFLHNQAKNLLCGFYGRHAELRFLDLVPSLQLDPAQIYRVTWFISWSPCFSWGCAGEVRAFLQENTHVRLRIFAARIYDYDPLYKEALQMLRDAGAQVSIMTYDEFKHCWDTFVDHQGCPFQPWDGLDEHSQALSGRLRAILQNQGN
A3G deaminase – inhibitors of human APOBEC3G DNA deaminase; 330,000 tested, 0.28% active; Q9HC16; recombinant A3G, ssDNA deamination FAM/TAMRA fluorescence; inhibition, % at 20 µM;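 active means inhibition of at least 40% at 20 µM, with no more than 30% in the related APOBEC3A deaminase screen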;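 further: plate controls were DMSO wells with A3G for no effect and wells lacking A3G enzyme for full effect; some compounds called inactive have numbers as strong as hits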
mIAP activ – mouse IAP activation. muIAP, CDP-Star luminescence, 30 min; stronger effect = higher value; 1 = vehicle-only enzyme signal, 0 = enzyme-free wells. activation factor at 10 µM. 330,000 tested, 0.24% active;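 active means activation factor of at least 2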; further: the source names both 10 and 20 µM as test concentration; values of inactives mirror those of a sister screen read the other way
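System: mouse IAP enzyme. Reagent: CDP-Star chemiluminescent phosphatase substrate. Benchmarks: DMSO wells, no-enzyme wells. Times: 30 min enzyme-substrate-compound incubation at room temperature. Detection: luminescence from enzymatic CDP-Star hydrolysis. Doses: test compounds delivered from DMSO solution.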
beta cell repl – inducers of beta-cell replication in MIN6 cells; MIN6 cells proliferation, ATPlite luminescence, 48 h; cells starved in 0.2% serum; 100% = growth in 10% serum; proliferation, % at 10 µM; 330,000 tested, 0.29% active; AID 2380;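 active means compounds whose signal lies at least 3.5 SD above the mean of all wells on their plate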;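 further: 0% = DMSO-treated cells in low-serum medium and 100% = 10% serum control; some compounds called inactive have numbers as strong as hits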
* = called active by the depositor; nt = no result given.

Compound | hIAP activ | MPTP inh | hIAP inh | mIAP inh | NR3A LBD binder | APOBEC3A inh | A3G deaminase | mIAP activ | beta cell repl
COc1ccc(NC(=O)COc2cccc(-n3cnnn3)c2)cc1Cl | 0.92 | 1.0 | 8 | 0 | -14 | 2 | -2 | 1 | -2
Cc1nc2sccn2c(=O)c1Cl | 0.86 | 0.1 | 14 | 7 | nt | -2 | -6 | 0.93 | 0
COc1ccc(NS(=O)(=O)c2ccc(O)c(NS(=O)(=O)c3ccc(NC(C)=O)cc3)c2)cc1 | 1.8 | -0.9 | -84 | 10 | -2 | 2 | -3 | 0.9 | 0
COc1ccc(NC(=O)/C(Cl)=C(/Cl)S(=O)Cc2ccccc2Cl)cn1 (stereo not given) | 1.1 | nt | -8 | -3 | 1 | 1 | -4 | 1 | -5
COc1cc(/C=N/NC(=O)c2ccncc2)ccc1OC(=O)c1cccc(Br)c1 | 0.89 | -1.1 | 11 | 13 | -17 | -3 | -6 | 0.87 | -2
COc1ccc(N(CC(=O)NC(C)C)S(=O)(=O)c2ccc(NC(C)=O)cc2)cc1 | 1.1 | -1.0 | -8 | -10 | -1 | -3 | -4 | 1.1 | 1
CCOC(=O)C1=C(C)NC2=C(C(=O)CCC2)C1c1cccs1 (stereo not given) | 1.1 | 0.7 | -10 | 12 | 0 | 5 | 1 | 0.88 | 4
CCC(C)SCC(=O)Nc1ccc(S(=O)(=O)N2CCOCC2)cc1OC (stereo not given) | 1.2 | 0.7 | -25 | 0 | -1 | -6 | -3 | 1 | -2
Clc1cccc(OCCN2CCN(CCOc3cccc(Cl)c3)CC2)c1 | 1 | -4.9 | -1 | 11 | -24 | -1 | 0 | 0.89 | -6
Cc1ccc(NC(=O)c2cc(S(=O)(=O)NCCc3ccccc3)ccc2F)cc1Cl | 1.1 | 56* | -7 | 9 | 24* | 1 | -1 | 0.91 | -6
COc1ccc(C)cc1S(=O)(=O)Nc1cccc(SC)c1 | 0.91 | 1.0 | 9 | 0 | -2 | 0 | -9 | 1 | -2
C/C(=N\NC(=O)C(=O)Nc1cccc(Cl)c1)c1ccncc1 | 1.1 | 16 | -14 | 8 | -3 | -1 | 1 | 0.92 | 0
Cc1noc(C)c1COC(=O)CCC(=O)c1ccc(F)cc1 | 0.95 | 1.5 | 5 | 2 | 1 | -3 | -6 | 0.98 | -2
O=c1c(S(=O)(=O)c2ccc(Cl)cc2)cn(Cc2ccccc2)c2ccc(F)cc12 | 0.93 | 1.7 | 7 | 9 | -1 | 1 | -4 | 0.91 | -4
CCNC(=O)CCSc1nc(C)cc(C)n1 | 0.97 | -2.0 | 3 | 10 | 0 | 3 | 3 | 0.9 | -3
O=C(NC1CCCCC1)c1ccc(S(=O)(=O)N2CCOCC2)cc1 | 1.2 | 0.3 | -16 | -4 | -2 | 0 | -2 | 1 | -2
CC(C)[C@@H](CSc1ccccc1)N1CCN(Cc2ccccc2)CCC1=O | 1 | -0.5 | -1 | -3 | -1 | -3 | -12 | 1 | 0
CC(C)CCNC(=O)CCNS(=O)(=O)c1ccc(Cl)cc1 | 0.97 | -2.1 | 3 | -3 | 1 | 1 | -4 | 1 | -1
CC(=O)C1=C(C)NC(SCc2cccc3ccccc23)=C(C#N)C1c1ccco1 (stereo not given) | 0.88 | 1.1 | 12 | 1 | -5 | 0 | -4 | 0.99 | -5
O=C(NCc1ccccn1)c1c(O)c2c([nH]c1=O)CCCC2 | 0.89 | 0.4 | 11 | 3 | 1 | -4 | -8 | 0.97 | -2
Cc1cccc(NC(=O)c2ccc3ccccc3n2)c1C | 1.3 | 1.3 | -32 | -5 | 1 | -1 | -6 | 1 | -5
CCOC(=O)c1c(NC(=O)CSc2nnc(-c3ccc(C)cc3)o2)sc(C(C)=O)c1C | 1.1 | 7.1 | -5 | -7 | -4 | -2 | 8 | 1.1 | -1
COC(=O)c1sc(S(=O)(=O)N2CC(C)OC(C)C2)c(C(=O)OC)c1C (stereo not given) | 1.1 | -1.3 | -12 | -19 | 2 | -2 | -5 | 1.2 | -5
O=C(Nc1nnc(S(=O)(=O)N2CCCCCC2)s1)c1ccccc1F | 0.94 | 2.1 | 6 | 1 | -9 | -1 | -7 | 0.99 | -3
Cc1c(Cl)cccc1NC(=O)CC(C(=O)O)C1CCCO1 (stereo not given) | 0.89 | -2.2 | 11 | 0 | 1 | 3 | -7 | 1 | -3
Cc1cc(C)n(C(=O)CNC(=O)c2cccs2)n1 | 1.1 | -0.9 | -6 | -1 | 2 | -1 | 2 | 1 | 1
O=C(Nc1ccc(NC(=O)C2CC2)nc1)c1ccco1 | 1 | -0.6 | 0 | 8 | 1 | -4 | -7 | 0.92 | -1
O=C(COc1cc(Cl)c(Cl)cc1Cl)NC(=O)NC1CCCC1 | 0.98 | 2.4 | 2 | 0 | -11 | 0 | -2 | 1 | -3
COc1ccc(/C=N/N(C)c2cc(=O)n(C)c(=O)[nH]2)cc1OC | 1 | 0.8 | -1 | -5 | -1 | -2 | -3 | 1 | -3

7 compounds picked at random from the list so far, as already listed:
Compound | hIAP activ | MPTP inh | hIAP inh | mIAP inh | NR3A LBD binder | APOBEC3A inh | A3G deaminase | mIAP activ | beta cell repl
Cc1noc(C)c1COC(=O)CCC(=O)c1ccc(F)cc1 | 0.95 | 1.5 | 5 | 2 | 1 | -3 | -6 | 0.98 | -2
COC(=O)c1sc(S(=O)(=O)N2CC(C)OC(C)C2)c(C(=O)OC)c1C (stereo not given) | 1.1 | -1.3 | -12 | -19 | 2 | -2 | -5 | 1.2 | -5
O=c1c(S(=O)(=O)c2ccc(Cl)cc2)cn(Cc2ccccc2)c2ccc(F)cc12 | 0.93 | 1.7 | 7 | 9 | -1 | 1 | -4 | 0.91 | -4
COc1cc(/C=N/NC(=O)c2ccncc2)ccc1OC(=O)c1cccc(Br)c1 | 0.89 | -1.1 | 11 | 13 | -17 | -3 | -6 | 0.87 | -2
COc1ccc(C)cc1S(=O)(=O)Nc1cccc(SC)c1 | 0.91 | 1.0 | 9 | 0 | -2 | 0 | -9 | 1 | -2
Cc1ccc(NC(=O)c2cc(S(=O)(=O)NCCc3ccccc3)ccc2F)cc1Cl | 1.1 | 56* | -7 | 9 | 24* | 1 | -1 | 0.91 | -6
CC(=O)C1=C(C)NC(SCc2cccc3ccccc23)=C(C#N)C1c1ccco1 (stereo not given) | 0.88 | 1.1 | 12 | 1 | -5 | 0 | -4 | 0.99 | -5

Quoted from the listing.
COC(=O)c1sc(S(=O)(=O)N2CC(C)OC(C)C2)c(C(=O)OC)c1C (stereo not given) – hIAP activ: 1.1
O=C(NCc1ccccn1)c1c(O)c2c([nH]c1=O)CCCC2 – A3G deaminase: -8

Hits appear at their usual frequency (roughly 5% active in at least one column).
